Nox1 inh = blocks human NADPH oxidase 1 activity; Q9Y5S8; HT29 cells, luminol chemiluminescence ROS; inhibition, % at 6.7 µM; actives 0.81% (n = 16,000); AID 1792
S1P1 agonist = activates the human S1P1 receptor; AID 1044; P21453; S1P1 agonist cell-based reporter assay; activation, % at 4.5 µM; actives 1.5% (n = 16,000); in the data active = activation above about 80%
KOR antag MB = antagonists of human kappa opioid receptor OPRK1, Maybridge library; actives 0.4% (n = 16,000); OPRK1 cells, antagonist mode, fluorescence readout; inhibition, % at 9 µM; in the data active = inhibition above about 50%
TLR4-MyD88 inh = inhibitors of human TLR4-MyD88 binding; O00206; Cell-based TLR4-MyD88 binding inhibition assay; inhibition, % at 10 µM; actives 0.06% (n = 16,000); in the data active = inhibition above about 45%
rat GALR2 ag = agonists of rat galanin receptor 2 (GALR2). O08726. cell-based GALR2 agonist screen. activation, % at 10 µM. actives 0.5% (n = 16,000). AID 833; in the data active = activation above about 15%
Target sequence (O08726 whole entry, looked up): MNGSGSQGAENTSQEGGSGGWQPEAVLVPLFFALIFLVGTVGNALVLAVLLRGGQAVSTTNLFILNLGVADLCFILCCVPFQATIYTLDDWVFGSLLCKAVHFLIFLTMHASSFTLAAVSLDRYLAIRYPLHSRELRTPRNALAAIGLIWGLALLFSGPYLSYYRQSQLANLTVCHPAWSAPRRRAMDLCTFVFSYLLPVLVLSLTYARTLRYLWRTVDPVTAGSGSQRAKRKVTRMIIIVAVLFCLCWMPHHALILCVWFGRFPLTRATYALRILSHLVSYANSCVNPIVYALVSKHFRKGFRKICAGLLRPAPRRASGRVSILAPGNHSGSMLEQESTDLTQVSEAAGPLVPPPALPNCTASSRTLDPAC
Luminol counter = counter-screen for Nox1 inhibitors: inhibitors of luminol chemiluminescence; HRP/luminol/H2O2 chemiluminescence counterscreen; inhibition, % at 6.7 µM; actives 0.4% (n = 16,000); note: reference of the scale not given here
PME-1 Maybr inh = PME-1 (human) inhibition, Maybridge primary screen; Q9Y570; recombinant PME-1, FP-Rh probe fluorescence polarization; inhibition, % at 9 µM; actives 0.5% (n = 16,000); AID 2291; in the data active = inhibition above about 30%
Target sequence (Q9Y570 whole entry, looked up): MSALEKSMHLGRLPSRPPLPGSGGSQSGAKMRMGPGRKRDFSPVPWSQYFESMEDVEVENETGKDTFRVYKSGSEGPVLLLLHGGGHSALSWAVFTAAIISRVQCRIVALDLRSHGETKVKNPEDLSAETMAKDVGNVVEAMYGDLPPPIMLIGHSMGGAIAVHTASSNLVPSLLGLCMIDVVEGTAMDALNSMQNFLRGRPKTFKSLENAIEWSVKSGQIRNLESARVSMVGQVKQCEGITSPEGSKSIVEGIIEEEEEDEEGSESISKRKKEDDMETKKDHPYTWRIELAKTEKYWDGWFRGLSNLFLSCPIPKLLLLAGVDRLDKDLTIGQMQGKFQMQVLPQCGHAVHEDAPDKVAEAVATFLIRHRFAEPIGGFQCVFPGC
NOTCH ag = agonists of NOTCH signaling; NOTCH signaling luciferase reporter cells, luminescence; activation, % at 2.5 µM; actives 0.4% (n = 15,000); AID 434982; in the data active = activation above about 2.2%
* hit, by the source's call; nt = no result given. Cut-off read from the data, not from the text of the source, unless noted: active = inhibition above about 75%; inactive = the rest. The list is partial; the hit share may differ from the screen's.

The opening 22 records as a preview:
SMILES	Nox1 inh	S1P1 agonist	KOR antag MB	TLR4-MyD88 inh	rat GALR2 ag	Luminol counter	PME-1 Maybr inh	NOTCH ag
N#CC(C#N)=NNc1ccc(OC(F)(F)F)cc1	18	109*	29	-23	-12	13	0	-0.5
O=C1NC(=O)C(=Cc2ccc(-c3ccc([N+](=O)[O-])cc3)o2)C(=O)N1	1	-15	17	-6	-7	-3	6	0.0
CC12CCC3C(CC[C@H]4C[C@H](OS(=O)(=O)O)CCC34C)C1CCC2=O (stereo not given in full)	-12	2	2	-7	-5	-9	-22	-0.5
c1ccc(COc2cnc(N3CCNCC3)nc2)cc1	-12	-15	7	-8	-7	-9	7	nt
CN(C)C(=O)Oc1c(-c2ccccc2)cn(Cc2ccccc2)c(=O)c1-c1ccccc1	-24	2	6	4	-5	3	3	-0.8
CSC(=NCc1ccccc1Cl)N/C(N)=N\[N+](=O)[O-]	-24	8	3	8	-3	2	2	-0.4
COC(CSc1nc2cccc(F)c2c(=O)n1-c1ccc(C)c(C)c1)OC	-5	1	-22	4	-9	2	0	-0.6
COc1cc2c(cc1OC)[C@@H]1C(=O)c3ccc4c(c3O[C@@H]1CO2)C[C@H](C(C)C)O4	15	110*	-3	-11	-11	-2	5	-0.4
CNC(=O)O/N=C(\c1cccs1)C1CC1	15	5	-124	0	-3	-9	8	-0.1
CNCCc1c[nH]c2ccccc12	15	21	-2	-2	-5	-5	7	-0.1
Cc1cc(OC(=O)N(C)C)nc(SCC(=O)C(C)(C)C)n1	-25	-19	-2	-6	-3	1	-1	0.0
OC(CN1CCC(c2c[nH]c3ccccc23)CC1)C(F)(F)F (stereo not given)	8	2	10	-5	-6	-5	2	0.5
CCOC(=O)c1cc(C(C)(C)C)nc(OC(=O)N(C)C)c1C#N	-52	-26	7	-2	-2	1	-2	-0.1
COc1ccc(OC)c([N+](=O)[O-])c1/C=C/[N+](=O)[O-]	-20	-9	5	-8	-9	-3	4	-0.8
Cc1ccc2c(c1)C(O)(C(F)(F)F)C(=O)O2 (stereo not given)	-5	0	6	-5	-6	2	1	-0.2
Cc1ccsc1C=C(C#N)C#N	-21	-2	-20	5	-7	-1	6	0.3
CN1CC[C@]2(Cl)CCCC[C@@H]2C1	5	-21	-4	-3	-10	-6	4	nt
CNC(=S)NNC(=O)C1(O)CN2CCC1CC2 (stereo not given)	-35	27	2	8	-8	10	-2	-0.2
C/C=C/C(=O)Nc1ccc(N2CCN(C)CC2)cc1	-2	-12	16	8	-2	-13	1	-0.1
O=C1C=C(Br)C(=O)C=C1Br	26	3	6	-5	-6	-2	5	-0.1
Cc1cc(OC(=O)N(C)C)nc(COc2ccc(Cl)cc2)n1	-15	1	20	-1	-7	-1	5	nt
C=C(C)Cc1c(C)nc(SCC(=O)c2ccc(Cl)cc2)nc1OC(=O)N(C)C	7	2	-38	-3	-7	-1	4	-0.5

The whole of this part, previewed entries included:
SMILES	Nox1 inh	S1P1 agonist	KOR antag MB	TLR4-MyD88 inh	rat GALR2 ag	Luminol counter	PME-1 Maybr inh	NOTCH ag
N#CC(C#N)=NNc1ccc(OC(F)(F)F)cc1	18	109*	29	-23	-12	13	0	-0.5
O=C1NC(=O)C(=Cc2ccc(-c3ccc([N+](=O)[O-])cc3)o2)C(=O)N1	1	-15	17	-6	-7	-3	6	0.0
CC12CCC3C(CC[C@H]4C[C@H](OS(=O)(=O)O)CCC34C)C1CCC2=O (stereo not given in full)	-12	2	2	-7	-5	-9	-22	-0.5
c1ccc(COc2cnc(N3CCNCC3)nc2)cc1	-12	-15	7	-8	-7	-9	7	nt
CN(C)C(=O)Oc1c(-c2ccccc2)cn(Cc2ccccc2)c(=O)c1-c1ccccc1	-24	2	6	4	-5	3	3	-0.8
CSC(=NCc1ccccc1Cl)N/C(N)=N\[N+](=O)[O-]	-24	8	3	8	-3	2	2	-0.4
COC(CSc1nc2cccc(F)c2c(=O)n1-c1ccc(C)c(C)c1)OC	-5	1	-22	4	-9	2	0	-0.6
COc1cc2c(cc1OC)[C@@H]1C(=O)c3ccc4c(c3O[C@@H]1CO2)C[C@H](C(C)C)O4	15	110*	-3	-11	-11	-2	5	-0.4
CNC(=O)O/N=C(\c1cccs1)C1CC1	15	5	-124	0	-3	-9	8	-0.1
CNCCc1c[nH]c2ccccc12	15	21	-2	-2	-5	-5	7	-0.1
Cc1cc(OC(=O)N(C)C)nc(SCC(=O)C(C)(C)C)n1	-25	-19	-2	-6	-3	1	-1	0.0
OC(CN1CCC(c2c[nH]c3ccccc23)CC1)C(F)(F)F (stereo not given)	8	2	10	-5	-6	-5	2	0.5
CCOC(=O)c1cc(C(C)(C)C)nc(OC(=O)N(C)C)c1C#N	-52	-26	7	-2	-2	1	-2	-0.1
COc1ccc(OC)c([N+](=O)[O-])c1/C=C/[N+](=O)[O-]	-20	-9	5	-8	-9	-3	4	-0.8
Cc1ccc2c(c1)C(O)(C(F)(F)F)C(=O)O2 (stereo not given)	-5	0	6	-5	-6	2	1	-0.2
Cc1ccsc1C=C(C#N)C#N	-21	-2	-20	5	-7	-1	6	0.3
CN1CC[C@]2(Cl)CCCC[C@@H]2C1	5	-21	-4	-3	-10	-6	4	nt
CNC(=S)NNC(=O)C1(O)CN2CCC1CC2 (stereo not given)	-35	27	2	8	-8	10	-2	-0.2
C/C=C/C(=O)Nc1ccc(N2CCN(C)CC2)cc1	-2	-12	16	8	-2	-13	1	-0.1
O=C1C=C(Br)C(=O)C=C1Br	26	3	6	-5	-6	-2	5	-0.1
Cc1cc(OC(=O)N(C)C)nc(COc2ccc(Cl)cc2)n1	-15	1	20	-1	-7	-1	5	nt
C=C(C)Cc1c(C)nc(SCC(=O)c2ccc(Cl)cc2)nc1OC(=O)N(C)C	7	2	-38	-3	-7	-1	4	-0.5
Cc1cccc(NC2=NCC(C)S2)c1 (stereo not given)	-44	10	-21	5	-2	2	-3	-0.6
Cc1c(C(=O)Nc2ccccc2)cc(-c2ccccc2)n1CCCN1CCOCC1	-5	-19	-11	-5	-9	4	6	-0.1
CC(C)Sc1nnc(OC(=O)N(C)C)n1-c1cccc(C(F)(F)F)c1	8	-6	1	-10	-3	-6	7	0.1
CSc1ccc(/C=C/[N+](=O)[O-])cc1	-29	-34	0	-10	-5	3	2	-0.1
C#C[C@]1(O)CCC2C3CC[C@H]4C[C@H](O)CCC4(C)C3CCC21C (stereo not given in full)	-26	10	15	0	-6	1	0	-0.3
CSc1ccc(C=C(C#N)C#N)s1	-13	-2	18	-1	-6	0	0	-5.1
CC(C)c1cc(Br)c(NC(=O)Nc2cccnc2)c(Br)c1	-7	-10	-6	-3	-6	-4	4	-0.6
NC1=NC(c2cccnc2)n2c(nc3ccccc32)N1 (stereo not given)	-8	2	20	2	-4	-1	-1	0.3
CN(C)C(=O)Oc1ccc2nnc3ccnn3c2c1	8	-27	38	2	-2	-5	8	-0.2
CN(C)C(=O)Oc1nc(-c2ccc(Cl)cc2)cs1	-19	1	-12	10	-10	-2	6	-0.1
CN(C)CC1CCCCC1=O (stereo not given)	-28	2	-9	-3	-5	2	1	0.2
Cc1c([N+](=O)[O-])cc2c(c1[N+](=O)[O-])C(C)(C)CC2(C)C	-6	102*	8	2	-11	1	0	0.1
CN(C)C(=O)ONC(=O)Cc1ccccc1	-18	1	1	-2	-3	-1	2	-0.7
NC(N)=N/N=C/c1ccc(/C=N/N=C(N)N)cc1	3	17	15	-2	-5	23	11	-0.9
CN1C(=O)Oc2ccc(Cl)cc2C1O (stereo not given)	-71	-5	5	1	-2	3	-3	0.1
O=C(N1CCOCC1)C(Cl)(Cl)Cl	-16	-11	17	3	-4	-5	2	0.7
CN(C)CC#Cc1ccc(C=C(C#N)C#N)cc1	-2	-3	2	-7	-6	-10	4	-0.1
CSc1ncccc1C1=N/C(=C\N(C)C)C(=O)O1	-5	-15	6	-3	2	-1	-3	-0.4
CS(=O)(=O)OCCN1CCN(S(C)(=O)=O)CC1	-37	-11	12	6	-2	1	2	-0.2
CNC(=O)Oc1noc2ccc(Cl)cc12	-28	-5	12	6	-6	-1	1	nt
COc1cc2c(=O)n(-c3ccccc3)c(=S)[nH]c2c(OC)c1OC	-70	-3	-3	5	-4	-1	-1	-0.4
O=C(c1ccccc1)N1CCC2(CC1)OCCO2	-51	0	10	5	-6	1	3	0.0
S=C(S)N1CCCCC1	-48	-3	-6	11	-6	-1	5	-0.2
CN(C)C(=O)Oc1ccc(Br)cc1C(=O)Nc1ccc(F)cc1	4	-44	-4	-3	-8	-3	5	-0.5
CN(C(=O)c1cccs1)c1ccc(Cl)cc1C(=O)c1ccccc1	6	8	-6	1	-8	-1	2	-0.5
O=C1/C(=C/c2c(F)cccc2Cl)N2CCC1CC2	-24	5	-12	5	-8	-2	3	-0.5
O=[N+]([O-])/C=C/c1cc(C(F)(F)F)cc(C(F)(F)F)c1	-1	-2	14	1	-3	-8	5	0.1
O=c1[nH]c(=S)[nH]c(O)c1/C=C1\C=CC=N1	6	2	37	-7	-5	19	3	-1.0
N#CCC(=O)c1cccs1	-12	2	5	-1	-5	21	1	-0.5
Clc1ccc(-c2ccc(Cl)cc2)cc1	-85	-23	-8	6	-6	1	-1	-0.5

In the list so far, these have a tert-butyl group.
SMILES	Nox1 inh	S1P1 agonist	KOR antag MB	TLR4-MyD88 inh	rat GALR2 ag	Luminol counter	PME-1 Maybr inh	NOTCH ag
Cc1cc(OC(=O)N(C)C)nc(SCC(=O)C(C)(C)C)n1	-25	-19	-2	-6	-3	1	-1	0.0
CCOC(=O)c1cc(C(C)(C)C)nc(OC(=O)N(C)C)c1C#N	-52	-26	7	-2	-2	1	-2	-0.1
